From PubChem
SMARCA2 activ: SMARCA2 (BRM) function activators, primary screen, cell-based, luminescence, high throughput | 1% of 370,000 active | MG213 cells, MMTV-luciferase reporter, dexamethasone, overnight | activation, % at 9.1 µM | AID 652017, 2013; in the data active means activation above about 7.8%;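 further: 0% = vehicle wells and 100% = reference activator wells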
proKLK7 act: proKLK7 zymogen activators, primary screen, biochemical, fluorescence intensity; Kallikrein-7 (Homo sapiens), P49862; purified proKLK7, EDANS-DABCYL substrate fluorescence; 100% is mature enzyme control, 0% vehicle; activation, % at 7 µM; 0.9% of 370,000 active;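 active means activation above the mean of all tested compounds plus 3 SD, computed per campaign excluding outliers beyond control limits, cut at about 13% in these data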
Target sequence (P49862 whole entry, looked up): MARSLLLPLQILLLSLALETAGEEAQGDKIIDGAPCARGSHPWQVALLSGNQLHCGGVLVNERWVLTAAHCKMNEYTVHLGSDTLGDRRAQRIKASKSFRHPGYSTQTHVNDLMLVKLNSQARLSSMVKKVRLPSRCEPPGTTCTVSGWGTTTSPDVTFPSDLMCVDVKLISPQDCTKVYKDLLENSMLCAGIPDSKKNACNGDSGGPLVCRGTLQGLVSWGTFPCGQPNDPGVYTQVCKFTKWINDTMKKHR
ssDAF12 agonist: S. stercoralis DAF-12 nuclear receptor activators, primary screen, cell-based, luminescence, HEK293, GRIP1 co-expression, lit1-tk-luc. activation, % at 6.8 µM. AID 652126, 2013. Nuclear hormone receptor DAF-12 (Strongyloides stercoralis). HEK293 ssDAF-12/GRIP1 lit1-tk-luc reporter; % of 3 µM dafachronic acid response. 1% of 370,000 active;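 active means activation above the mean over all tested compounds plus 3 SD, cut at about 0.9% in these data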;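 further: 0% = DMSO-only wells and 100% = 3 µM delta7-dafachronic acid wells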
sPLA2-III inh: human group III sPLA2 inhibitors, primary screen, biochemical, QFRET, BODIPY PC-A2 liposome substrate | QFRET BODIPY PC-A2 liposome hydrolysis, fluorescence | inhibition, % at 12.2 µM | 0.56% of 370,000 active;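 active means inhibition above mean plus 3 SD of compounds lying within the high and low control bounds, cut at about 19% in these data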;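 further: 0% = median of test compound wells and 100% = no enzyme DMSO wells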
Target sequence (Q9NZ20 whole entry, looked up): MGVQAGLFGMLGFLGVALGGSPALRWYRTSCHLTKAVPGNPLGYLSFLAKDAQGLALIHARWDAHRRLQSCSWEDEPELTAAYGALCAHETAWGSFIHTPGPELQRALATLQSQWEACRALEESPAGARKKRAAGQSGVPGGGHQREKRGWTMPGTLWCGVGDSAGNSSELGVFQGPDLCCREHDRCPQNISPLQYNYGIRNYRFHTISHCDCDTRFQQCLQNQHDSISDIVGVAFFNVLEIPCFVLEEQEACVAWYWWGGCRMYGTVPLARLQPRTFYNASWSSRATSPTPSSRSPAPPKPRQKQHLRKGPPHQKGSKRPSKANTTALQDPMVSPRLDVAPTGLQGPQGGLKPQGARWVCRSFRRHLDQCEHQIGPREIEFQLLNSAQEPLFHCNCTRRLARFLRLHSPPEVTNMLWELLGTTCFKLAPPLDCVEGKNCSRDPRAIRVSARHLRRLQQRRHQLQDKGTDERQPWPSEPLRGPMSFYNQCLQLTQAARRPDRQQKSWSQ
GC-B act: human GC-B receptor activators, primary screen, HEK293 GC-B cells, cGMP TR-FRET, EC30 CNP; Atrial natriuretic peptide receptor 2 (Homo sapiens), P20594; 0% at EC30 CNP, 100% saturating CNP; activation, % at 10 µM; 0.11% of 370,000 active; AID 1920062, 2024;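 active means activation at 10 µM reaching about 35% in either raw or pattern-adjusted values, limit read from the data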
hgDAF12 agonist: H. glycines DAF-12 receptor agonists, primary screen, cell-based, luminescence, HEK293, GAL4 fusion, UAS-luciferase; Nuclear hormone receptor DAF-12 (Heterodera glycines), GAL4 fusion; HEK293 GAL4-hgDAF12 UAS-luciferase reporter, agonist luminescence; normalized to butyrate control; activation, % at 6.8 µM; 1.8% of 370,000 active;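 active means activation above a cutoff set at the mean of all screened compounds plus 3 SD, cut at about 10% in these data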;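 further: 0% = DMSO wells and 100% = sodium butyrate wells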
FXN GAA850 act: FXN promoter activators, primary screen, cell-based, luciferase luminescence, HEK293 lucGAA850; HEK293 lucGAA850 FXN promoter luciferase reporter, 24 h; percent of 10 µM SAHA response; activation, % at 6 µM; 0.56% of 360,000 active;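 active means activation above the average of all compounds screened plus 3 SD, cutoff fixed separately per campaign, cut at about 7.5% in these data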;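 further: 0% = DMSO wells and 100% = 10 µM SAHA wells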
DAX1 inh-1: DAX1 (NR0B1) inhibitors on StAR promoter, primary screen, cell-based, luminescence, SF-1 (NR5A1), full-length DAX-1 | HEK293T StAR-luciferase reporter, SF-1/DAX-1 repression relief | inhibition, % at 6.8 µM | 1.1% of 370,000 active | AID 652010, 2013;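 active means inhibition above the mean over all tested compounds plus 3 SD, cut at about 3.6% in these data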;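 further: 0% = DAX-1 cells with DMSO and 100% = cells lacking DAX-1 with DMSO; higher inhibition means more luminescence from relief of DAX-1 repression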
DAX1 inh-2: DAX1 (NR0B1) inhibitors, primary screen, cell-based, HEK293, Gal4-DAX1, luciferase luminescence; Nuclear receptor subfamily 0 group B member 1 (Homo sapiens), P51843; HEK293 Gal4-DAX1 luciferase reporter; inhibition, % at 6.75 µM; 0.99% of 340,000 active; AID 504766, 2011;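 active means inhibition above the mean over all tested compounds plus 3 SD, cut at about 4.2% in these data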;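 further: 0% = DAX1-transfected cells with DMSO and 100% = empty-vector control cells with DMSO; inhibition shows as a rise in luminescence from relieved DAX1 repression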
Target sequence (P51843 207-470 limits assumed): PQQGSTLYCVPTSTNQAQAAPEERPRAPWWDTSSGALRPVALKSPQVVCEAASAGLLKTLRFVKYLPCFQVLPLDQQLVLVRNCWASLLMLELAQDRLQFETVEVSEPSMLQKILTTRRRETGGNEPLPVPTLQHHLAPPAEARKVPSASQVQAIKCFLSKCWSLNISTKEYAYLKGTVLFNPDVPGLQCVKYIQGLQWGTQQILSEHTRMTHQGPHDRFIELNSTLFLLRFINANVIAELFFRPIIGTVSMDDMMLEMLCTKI
NPR1 activator: GC-A stimulated cGMP production enhancers – HEK293 GC-A cells, cGMP TR-FRET, EC30 ANP, primary screen; 0% at EC30 ANP, 100% saturating ANP; 0.14% of 370,000 active; AID 1671463, 2021; activation, % at 10 µM; in the data active means activation above about 40%
hcDAF-12 act: H. contortus DAF-12 nuclear receptor activators, primary screen, cell-based, luminescence, HEK293, lit1-tk-luc reporter; AID 652067, 2013; HEK293 hcDAF-12 lit1-tk-luc reporter; 0% DMSO, 100% Δ7-dafachronic acid; activation, % at 6.8 µM; 1.4% of 370,000 active;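 active means activation above the mean of all tested compounds plus 3 SD, cut at about 5.5% in these data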;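 further: 100% = response to 3 µM Δ7-dafachronic acid high control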
The depositor's hits bear a star; . = no result given. No enrichment for hits; 6.7% or so of the library scored in one or more.

SMILES | SMARCA2 activ | proKLK7 act | ssDAF12 agonist | sPLA2-III inh | GC-B act | hgDAF12 agonist | FXN GAA850 act | DAX1 inh-1 | DAX1 inh-2 | NPR1 activator | hcDAF-12 act
Cc1ccc2c(c1)nc1c3ccccc3nc(-c3ccccc3N)n21 | -1 | -0.3 | -0.8 | 9 | -1 | 0.9 | 3.4 | 0.1 | -0.4 | -5 | -1.9
CN1C(=O)/C(=C/c2ccccc2F)Sc2ccc(C(=O)NCC3CCCO3)cc21 (stereo unspecified) | -3 | -0.5 | -1.6 | -20 | 10 | -4.4 | -0.7 | -5.5 | -1.0 | 2 | -0.4
O=C(Nc1ccc(Cl)cn1)Nc1ccc(Cl)cn1 | -1 | 0.2 | -1.7 | 0 | 3 | 1.1 | 1.3 | -0.6 | -0.1 | -1 | -0.3
Cc1cc(Nc2ccccc2)nn1C(=O)c1ccc(Cl)cc1 | 7 | 0.2 | -0.9 | -1 | -4 | 3.4 | 1.9 | 1.2 | -0.5 | -4 | 1.0
Cc1cc(C)nc(NC(=O)CCN2C(=O)c3ccccc3S2(=O)=O)n1 | 0 | 0.1 | -1.0 | 8 | -4 | 0.7 | 0.5 | 0.7 | 1.2 | 0 | -0.6
CC(NC(=O)CN1CCCC1)c1ccccc1 (stereo unspecified) | 3 | 0.2 | -1.2 | 2 | 2 | -2.4 | 3.3 | 0.3 | -0.7 | -4 | -2.2
CCCn1nc(NC(=O)C(C)(C)C)c2cc3cc(OC)ccc3nc21 | 2 | 1.4 | -1.2 | 0 | -1 | -4.2 | 5.2 | -0.5 | -1.7 | -1 | -2.2
Cc1ccc2oc(=O)c3cnn(CC(=O)NC4CCN(Cc5ccccc5)CC4)c3c2c1 | -4 | -0.9 | -0.1 | -3 | -5 | -3.6 | -1.8 | 1.8 | 0.0 | 3 | -1.3
COCCn1nnnc1SCC(=O)NCc1ccc2c(c1)OCO2 | 2 | 0.1 | -1.4 | 1 | -2 | -1.8 | 0.0 | -0.2 | -1.1 | -1 | -0.8
COC(=O)c1ccccc1S(=O)(=O)N1CCn2cccc2C1C (stereo unspecified) | -2 | 0.6 | -1.7 | -5 | 2 | -1.5 | -0.8 | 1.8 | -0.2 | -5 | -1.1
O=C(Nc1ccccc1F)C1CCCC1 | -2 | 0.1 | -0.8 | -4 | -1 | -0.5 | 0.5 | 0.0 | 0.2 | 4 | -0.5
CCOC(=O)c1ccc2nc(NC(C)=O)sc2c1 | 3 | 0.6 | -0.9 | -4 | 7 | 14* | 1.2 | 2.0 | 2.3 | 6 | 1.5
CCCC(=O)C1C(=O)CC(CC(C)SCC)CC1=O (stereo unspecified) | 0 | 0.0 | -1.3 | 1 | -1 | -8.1 | -0.4 | 0.5 | 0.4 | 1 | 0.1
O=C(COC(=O)C1CC(O)CN1S(=O)(=O)c1ccc(Cl)cc1)c1cccc(Cl)c1 (stereo unspecified) | 1 | -0.8 | -1.5 | -24 | 1 | -2.7 | 0.0 | 0.3 | 0.0 | -4 | 3.2
COc1ccc(NC(=O)CN(C)C(=O)Cc2c(C)nc3ccccc3c2C)cc1 | -2 | -0.1 | -1.6 | -1 | 3 | -1.1 | -0.4 | -4.2 | -2.4 | 5 | -0.9
O=C(Nc1ccc(Br)cc1)C1CC(c2c(F)cccc2Cl)=NO1 (stereo unspecified) | -4 | 0.2 | -1.6 | -9 | 1 | -1.6 | 1.8 | -0.7 | -0.7 | 0 | 0.3
Cc1nn(Cc2ccc(Cl)cc2)c(C)c1NC(=O)c1cc(-c2ccco2)on1 | -5 | 0.1 | -2.3 | -6 | 5 | -5.1 | -0.9 | -1.2 | -1.7 | 5 | -2.4
O=C(CCCc1ccccc1)Nc1ccccc1C(F)(F)F | 1 | -0.3 | -0.7 | -4 | 2 | -0.5 | 0.7 | 0.1 | 0.6 | 4 | 2.6
COc1ccc(OC)c(C(C(=O)NC2CCCCC2)N(Cc2ccco2)C(=O)c2ccccn2)c1 (stereo unspecified) | 0 | -0.2 | -1.2 | 2 | -9 | 0.6 | -2.7 | -0.4 | 1.3 | -7 | -1.7
COc1ccccc1CNCC(=O)Nc1ccc(N2CCOCC2)cc1 | -4 | -0.1 | -1.1 | 6 | 0 | 2.2 | -1.3 | -0.5 | 0.8 | 1 | -1.1
COC(=O)c1ccccc1N(C)S(=O)(=O)c1cc2c(cc1C)OCC(=O)N2 | 1 | 0.4 | -1.6 | 5 | -1 | -2.0 | -0.2 | 0.0 | 2.0 | 2 | 0.8
O=C1CSC(=Nc2ccccc2)N1Cc1ccccc1 | 1 | 0.8 | -1.4 | -6 | 0 | -3.0 | 1.2 | -0.8 | -1.4 | 1 | -1.6
C[C@H](O)[C@@H]1C(=O)N2CCc3c([nH]c4c(-c5ccccc5)cccc34)[C@@H]2C[C@@H]1N(C)C(=S)NCCc1ccccc1 | -2 | -0.6 | -0.9 | 4 | -3 | 2.9 | . | 0.6 | . | -6 | 0.8
Cc1cccc(C(=O)c2cn[nH]c2-c2ccc(C)cc2O)c1 | -2 | 0.3 | -0.9 | -95 | 0 | 0.1 | 0.5 | 0.0 | -1.2 | 2 | -1.4
COc1ccc(N2C(=O)CSC2c2ccccc2[N+](=O)[O-])cc1 (stereo unspecified) | 7 | 0.1 | -1.2 | 1 | -2 | -0.5 | 2.7 | 0.6 | 3.2 | -13 | -0.6
(cont.)
SMILES | SMARCA2 activ | proKLK7 act | ssDAF12 agonist | sPLA2-III inh | GC-B act | hgDAF12 agonist | FXN GAA850 act | DAX1 inh-1 | DAX1 inh-2 | NPR1 activator | hcDAF-12 act
CCCCN(CC)CCNC(=O)c1[nH]c(C)c(C(C)=O)c1C | 1 | -0.2 | -0.1 | -5 | 2 | -0.7 | 1.7 | 1.0 | 0.8 | 0 | 0.5
COc1ccc([C@H]2C[C@H](O)[C@@H](n3cc(COC(=O)c4ccccc4)nn3)CN2CC2CCCCC2)cc1 | -1 | -0.4 | -1.1 | -19 | -9 | -3.0 | -2.3 | 1.6 | -0.5 | -18 | -2.3
Cc1nn(C)c(C(=O)N/N=C/c2ccc(C(F)(F)F)cc2)c1[N+](=O)[O-] | 1 | 0.0 | 0.0 | -9 | -1 | -1.3 | 2.4 | 0.7 | -2.1 | -3 | -1.9
Cc1ccc(-n2ccnc(SCC(=O)NCCc3ccccc3)c2=O)cc1F | 1 | 1.3 | -1.3 | -4 | 2 | -0.2 | 1.8 | -0.2 | -0.5 | 4 | 2.1
CCOc1ccc(-n2cc(C(=O)Nc3ccc(Cl)cn3)c3cc(OC)c(OC)cc3c2=O)cc1 | -2 | -70 | -1.0 | 1 | 3 | -2.0 | -0.3 | -1.0 | 3.5 | 3 | -1.0
Cn1nc(C(=O)Nc2nc(-c3ccccn3)cs2)c2ccccc2c1=O | -2 | 1.9 | -1.2 | 5 | 6 | 1.6 | 0.5 | -1.5 | -2.8 | 0 | -1.1
Cc1nn(-c2ccccc2)c(C)c1/C=N/NC(=O)c1ccccc1O | 3 | 0.5 | -0.7 | -5 | -3 | 6.1 | 5.2 | -0.2 | 1.6 | -4 | 0.7
CS(=O)(=NS(=O)(=O)c1ccc(Cl)cc1)c1ccccc1 (stereo unspecified) | 2 | -0.2 | -2.0 | -2 | -1 | 2.5 | -0.7 | -0.1 | 4.3* | -2 | -0.3
O=C(c1cc(-c2cccnc2)nc2ccc(Br)cc12)N1CCN(c2ncccn2)CC1 | 2 | 0.6 | -1.0 | 4 | 8 | -1.4 | 0.9 | -0.5 | -0.8 | 6 | -1.8
CN(C)/C=N/c1ncc(C(=O)c2ccc(Cl)cc2Cl)s1 | 4 | 0.2 | -1.2 | -2 | 4 | 0.2 | -0.6 | 1.2 | -0.3 | 9 | -0.8
CCCCOC(=O)Nc1ccccc1C(N)=O | 4 | 0.1 | -0.1 | 1 | -2 | 2.4 | 0.9 | -0.3 | 1.8 | -1 | 1.4
O=C(Oc1ccc2c(=O)c(Cl)coc2c1)c1ccncc1 | -1 | 2.1 | -1.1 | -1 | 2 | -0.4 | 0.6 | 0.0 | -0.7 | 10 | -2.8
Nc1nnc(SCc2ccccc2F)n1-c1ccccc1 | -7 | -0.3 | -0.8 | 4 | 3 | -2.4 | 1.2 | -0.2 | 0.3 | 0 | -0.6
CC(CC(=O)c1cccs1)CC(=O)c1cccs1 | 6 | 0.0 | -1.1 | -1 | -1 | 6.2 | 5.9 | 2.1 | 0.7 | 0 | 1.0
Cc1nc(NCCc2ccc(O)cc2)c2nnn(Cc3ccccc3)c2n1 | -2 | 1.1 | -1.1 | -29 | 9 | -4.4 | 4.0 | 0.0 | -2.4 | 7 | -3.1
O=C1COc2cc(S(=O)(=O)CCC(=O)N3CCCCC3)c(Cl)cc2N1 | -1 | 0.4 | -0.9 | -5 | 1 | -0.6 | -1.3 | -0.8 | -0.3 | -3 | 1.2
C[C@@H]1CN([C@H](C)CO)C(=O)CCCn2cc(nn2)CO[C@H]1CN(C)S(=O)(=O)c1cccc(F)c1 | 1 | 0.1 | -0.3 | 2 | -2 | -1.5 | 1.4 | -0.1 | 0.2 | 0 | -0.5
O=C(CC1C[C@H](C(=O)N2CCOCC2)[C@@]2(CCC3CCCC3)c3[nH]c4ccccc4c3CCN2C1=O)NCCc1ccccn1 (stereo partly specified) | -3 | -0.1 | -0.3 | -1 | -17 | -0.7 | -3.5 | 0.3 | 0.8 | -20 | -1.3
O=C(Nc1ccccc1F)c1cc2nc(C(F)F)cc(C(F)F)n2n1 | 0 | 0.8 | -1.3 | 2 | 1 | 7.8 | 4.0 | 2.1 | 1.8 | 3 | 0.8
CCCn1c(N2CCN(C)CC2)nc2c1c(=O)[nH]c(=O)n2C | 0 | 0.1 | -0.7 | 9 | 2 | 1.3 | 0.3 | -0.2 | 1.2 | -1 | 0.3
O=C(NCC1CC1)[C@]1(C(F)(F)F)C[C@H](CCC2CCCCC2)CCCO1 | 0 | 0.3 | -1.1 | 11 | 1 | -0.7 | 0.2 | 0.4 | 0.2 | 2 | -1.9

Looked up above.
CC(NC(=O)CN1CCCC1)c1ccccc1 (stereo unspecified) in proKLK7 act → 0.2
CCOc1ccc(-n2cc(C(=O)Nc3ccc(Cl)cn3)c3cc(OC)c(OC)cc3c2=O)cc1 in GC-B act → 3
